# PrPC TRFRET: inhibitors of human cell surface prion protein PrPC, primary screen, cell-based, TR-FRET; inhibition, % at 13.8 µM; TR-FRET read-out; actives 0.43% (n = 370,000); AID 720596, 2013; in the data active = inhibition above about 24%; also: 0% = median of the test wells and 100% = reference compound wells
# BoNT-F LC inh: BoNT/F light chain protease inhibitors, primary screen, biochemical, flow cytometry, MLPCN library | Botulinum neurotoxin type F light chain protease (Clostridium botulinum) | Multiplex microsphere protease cleavage assay | inhibition, % at 10 µM | actives 0.22% (n = 360,000); in the data active = inhibition above about 35%, passing the limit was not always enough; inconclusive = no clear call, values can overlap the other calls; also: plate controls were buffer without enzyme for full effect and enzyme alone for no effect
# BioA inh: M. tuberculosis BioA enzyme inhibitors, primary screen, biochemical, plate reader, single point, HTS. actives 0.096% (n = 360,000). inhibition, % at 9.99 µM. 7,8-diaminopelargonic acid synthase BioA (Mycobacterium tuberculosis). purified M. tuberculosis BioA enzyme; in the data active = inhibition above about 40%; inconclusive = no clear call, values can overlap the other calls
# Rv3671c inh: Rv3671c serine protease inhibitors, primary screen, biochemical, fluorescence polarization, M. tuberculosis H37Rv; inhibition, % at 5.96 µM; actives 0.048% (n = 320,000); P9WHR9; AID 2606, 2010; in the data active = inhibition above about 38%;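 also: extracellular domain of Rv3671c used as enzyme; 0% = enzyme with DMSO and 100% = no enzyme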
# Target sequence (P9WHR9 whole entry, looked up, the tested form may be a part): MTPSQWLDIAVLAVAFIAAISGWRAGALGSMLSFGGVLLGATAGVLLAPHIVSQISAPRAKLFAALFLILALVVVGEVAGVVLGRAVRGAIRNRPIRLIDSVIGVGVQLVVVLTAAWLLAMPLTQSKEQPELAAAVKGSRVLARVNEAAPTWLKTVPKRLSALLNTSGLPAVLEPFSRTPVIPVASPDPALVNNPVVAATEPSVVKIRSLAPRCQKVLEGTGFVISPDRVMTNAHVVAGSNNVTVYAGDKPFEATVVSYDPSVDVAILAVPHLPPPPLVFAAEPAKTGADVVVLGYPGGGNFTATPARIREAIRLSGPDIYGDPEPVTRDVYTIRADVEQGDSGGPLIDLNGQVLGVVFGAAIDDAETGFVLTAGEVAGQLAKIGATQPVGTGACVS
# GDH-TPI inh: GDH-TPI coupling enzyme inhibitors, primary screen, artefact control for M. tuberculosis FBA inhibitor project, biochemical, absorbance, full deck; inhibition, % at 4.8 µM; actives 1.2% (n = 360,000); AID 588335, 2011; GDH-TPI coupled enzyme counterscreen, NADH absorbance; in the data active = inhibition above about 30%;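 also: 0% = DMSO wells and 100% = wells lacking the enzyme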
# FadD28 FP inh: inhibitors of FadD28 bisubstrate probe binding, primary screen, biochemical, fluorescence polarization, single point; Mycobacterium tuberculosis FadD28 fatty-acid-AMP ligase; inhibition, % at 12.5 µM; actives 0.22% (n = 360,000); AID 588549, 2011; in the data active = inhibition above about 8.5%, passing the limit was not always enough; inconclusive = no clear call, values can overlap the other calls
# UGM FP inh: M. tuberculosis UGM enzyme inhibitors, primary screen, biochemical, fluorescence polarization, single point. purified UGM, fluorescence polarization probe displacement. inhibition, % at 10 µM. actives 0.06% (n = 320,000). UDP-galactopyranose mutase (Mycobacterium tuberculosis (strain ATCC 25618 / H37Rv)), …; in the data active = inhibition above about 10%, passing the limit was not always enough; inconclusive = no clear call, values can overlap the other calls
# Target sequence (P9WIQ1 whole entry, looked up): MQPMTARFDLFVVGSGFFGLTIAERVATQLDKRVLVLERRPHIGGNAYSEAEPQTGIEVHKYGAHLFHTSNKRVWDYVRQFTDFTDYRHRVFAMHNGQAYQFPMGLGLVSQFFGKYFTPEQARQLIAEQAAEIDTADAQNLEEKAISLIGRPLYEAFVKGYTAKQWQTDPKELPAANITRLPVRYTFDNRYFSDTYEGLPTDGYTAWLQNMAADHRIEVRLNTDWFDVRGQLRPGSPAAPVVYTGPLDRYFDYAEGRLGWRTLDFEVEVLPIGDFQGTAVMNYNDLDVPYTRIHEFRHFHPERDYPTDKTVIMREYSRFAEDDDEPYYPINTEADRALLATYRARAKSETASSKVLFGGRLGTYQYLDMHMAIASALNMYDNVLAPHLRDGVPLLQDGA
# Mtb FBA inh: Mtb FBA enzyme inhibitors, primary screen, biochemical, fluorescence, strain H37Rv | Fructose-bisphosphate aldolase (Mycobacterium tuberculosis (strain ATCC 25618 / H37Rv)), … | purified M. tuberculosis FBA, fluorescence read-out | inhibition, % at 1 µM | actives 2.3% (n = 360,000); in the data active = inhibition above about 27%;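 also: 0% = vehicle and 100% = reference inhibitor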
# MazF activator: activators of E. coli MazEF toxin-antitoxin RNase, primary screen, biochemical, fluorescence, uHTS; Endoribonuclease toxin MazF (Escherichia coli (strain K12)), P0AE70; FAM/BHQ RNA-DNA oligo cleavage fluorescence, 5 h; activation, % at 20 µM; actives 0.32% (n = 350,000); in the data active = activation above about 50%
# Target sequence (P0AE70 whole entry, looked up): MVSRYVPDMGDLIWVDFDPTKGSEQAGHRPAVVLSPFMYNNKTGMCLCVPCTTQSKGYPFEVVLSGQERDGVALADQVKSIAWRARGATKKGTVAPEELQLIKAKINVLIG
# Active calls of the source: *; ? = inconclusive; . = no result given; & = joins results of further samples.
SMILES,PrPC TRFRET,BoNT-F LC inh,BioA inh,Rv3671c inh,GDH-TPI inh,FadD28 FP inh,UGM FP inh,Mtb FBA inh,MazF activator
COc1cccc(N2CCN(S(=O)(=O)c3ccc4ccccc4c3)CC2)c1,-1,10,-0.6,.,9,0.2,.,1,-25
O=C(C1CC12CCCC2)N1CCC(CO)(Cc2ccccc2Cl)CC1 (stereo not given),0,-2,.,-2,-8,-1.4,0.5,-1,0
O=C(c1cccs1)N1N=C(c2ccc(O)cc2)CC1c1ccccc1 (stereo not given),-2,-1,.,-5,7,-4.6,2.3,1,40
CC(C)CN(C(=O)C1CCCCC1)C1CCS(=O)(=O)C1 (stereo not given),6,.,-1.8,3,1,-2.4,2.9,0,4
NS(=O)(=O)c1ccc(NC(=O)COC(=O)CSc2n[nH]c(-c3ccccc3)n2)cc1,2,8,0.3,-6,1,-3.1,-2.2,-6,-7
Cc1ccc(S(=O)(=O)Nc2ccc3c(c2)C(=O)NC3=O)cc1[N+](=O)[O-],0,9,2.0,-1,14,0.2,0.9,-2,5
CN1/C(=C/c2cc[n+](C)c3ccccc23)C=Cc2ccccc21,.,-9,.,.,-5,-4.2,.,0,9
CC(CNC(=O)c1ccccc1Cl)NC(=O)c1ccccc1Cl (stereo not given),-2,6,0.9,4,7,-2.7,1.5,1,-3
CC(=O)c1sc(C(C)(C)C)cc1NC(=O)CCC(=O)O,9,-1,.,10,6,0.2,1.3,0,5
Cc1ccccc1-n1ncc(C(C)NS(=O)(=O)c2ccccc2Cl)c1C (stereo not given),-6,3,-2.1,.,-7,-0.5,-1.6,-2,-1
CCOC(=O)N1CCN(C(=O)c2ccccc2N(Cc2ccccc2)S(=O)(=O)c2ccccc2)CC1,-3,-28,.,-2,-2,-0.1,-0.9,0,2
Cc1ccc(OC(=O)NC2CCS(=O)(=O)C2)cc1C (stereo not given),-2,-3,.,2,2,-2.1,0.1,3,-10
CN(CCCNC(=O)CSc1cc(=O)n(C)c2ccc(Cl)cc12)Cc1ccccc1,-13,1,.,6,-1,-2.4,3.3,6,0
COc1cc(/C=N/NC(=O)c2cccc(NC(=O)c3ccccc3Cl)c2)ccc1O,4,-2,.,1,7,-0.5,0.8,5,-6
COCCNC(=O)c1ccc(C2SCC(=O)N2CCc2ccccc2)cc1 (stereo not given),2,8,5.2,.,-2,-1.4,1.5,-2,0
COc1cc(NC(=O)c2ccc(NS(=O)(=O)c3c(C)noc3C)cc2)cc(OC)c1,-3,-12,-3.5,-4,1,-6.1,0.4,-2,5
Cc1ccccc1CS(=O)(=O)Cc1ccc(C(=O)NCC2CCCO2)o1 (stereo not given),4,-16,.,-5,-2,-1.2,2.2,0,-6
CCc1ccccc1NCC(=O)Nc1ccc(Cl)c(C(F)(F)F)c1,9,-4,-1.9,3,-4,-4.0,1.0,-2,0
Cn1c(C(=O)NCCCN2CCCC2=O)cc2c(=O)n(C)c3ccccc3c21,9,-1,2.3,4,-14,-2.9,-2.1,11,5
O=C(NCCN1CCOCC1)c1ccc(CS(=O)(=O)c2ccc(Br)cc2)o1,-9,-7,-0.9,-3,8,0.4,3.1,2,7
Cc1cc(NC(=O)CSc2nnc(-c3cccnc3)n2N)no1,-1,1,12,3,6,-1.0,.,3,7
O=[N+]([O-])c1ccccc1-c1cc(-c2cc(Cl)ccc2O)n[nH]1,-14,-11,1.3,-35,-1,-28,4.1,-4,17
NC(=O)NC(=O)COC(=O)c1cccc(S(=O)(=O)N2CCCCCC2)c1,-3,1,.,2,8,-4.4,1.1,-1,8
N#CC1=C2SCN(Cc3ccccc3)CN2C(=O)CC1c1ccc2c(c1)OCO2 (stereo not given),1,-3,0.8,-10,12,-0.5,-1.0,0,-8
c1cncc(CNC2=NCCC2)c1,2,-8,-1.3,-7,-8,0.7,1.0,-3,1
# (listing goes on)
SMILES,PrPC TRFRET,BoNT-F LC inh,BioA inh,Rv3671c inh,GDH-TPI inh,FadD28 FP inh,UGM FP inh,Mtb FBA inh,MazF activator
O=C(Nc1nc2ccc(S(=O)(=O)N3CCCCC3)cc2s1)c1ccncc1,-4,-7,0.0,-6,27,-4.4,0.2,0,-3
CC(C)(C)c1[nH]nc2c1C(c1ccoc1)C(C#N)=C(N)O2 (stereo not given),-5,-10,-0.5,1,-5,-6.3,2.8,2,7
O=C(Nc1ccccc1)c1ccc(=O)n(Cc2cccc(Cl)c2)c1,13,-1,.,-4,3,-3.6,0.6,-3,-4
COc1ccc(N2CCN(S(=O)(=O)CCNC(=O)c3ccco3)CC2)cc1,6,.,1.2,-2,5,-1.4,-0.5,4,-4
O=C1c2ccc3c4c(ccc(c24)C(=O)N1c1cccc(O)c1)CC3,-1,2,-1.5,-5,9,-2.5,-0.3,3,-2
Cc1cc(C)n(CC(=O)NNC(=O)c2ccc(NC(=O)CC#N)cc2)n1,-2,-1,1.6,-13,3,-3.6,1.9,-1,6
Cc1cccnc1NC(=S)NC(=O)c1cccs1,2,0,3.2,7,-5,-1.0,1.5,2,8
CCOc1cccc(/C=N/N2C(=O)CSC2=S)c1O,2,-2,.,5,6,1.5,2.9,-4,-2
O=C(NCCCCc1ccccc1)c1cccc(NC(=O)C2CCCC2)c1,11,5,1.4,.,-2,-5.4,.,-3,3
O=C(Nc1ccc(S(=O)(=O)NCCc2ccccc2)cc1)c1ccc(Br)o1,2,-2,0.1,-23,3,-0.6,-0.5,-1,3
Cc1ccc(NC(=O)c2ccc(Cl)cc2Cl)cc1O,3,-5,-11,8,4,1.1,2.6,-2,-14
CC(C)C[C@H]1CNC(=S)N1CC1CCCN1C[C@H](CC(C)C)N1C[C@H](CC(C)C)N(CCc2ccccc2)C1=S (stereo not given in full),-2,-5,-3.6,.,16,-7.8,.,4,-3
Cc1cc(NC(=O)CSC2=Nc3ccccc3C3=NC(Cc4ccccc4)C(=O)N23)n[nH]1 (stereo not given),2,-9,1.6,-10,2,-1.5,3.1,3,-4
O=C(NCC1=C(c2ccc3ccccc3c2)C[C@@H]2CC[C@H]1N2Cc1ccco1)c1cccs1,18,-7,-2.1,.,-11,-4.7,.,-3,2
COc1ccccc1CC(=O)Nc1ccc(NC(=O)c2cccs2)cc1,1,-5,0.2,-5,1,-4.2,3.2,-1,-1
CCOC(=O)C(C)N1C(=O)S/C(=C\c2ccc(-c3ccccc3C(=O)O)o2)C1=O (stereo not given),-13,17,-1.0,5,9,0.2,-1.0,4,5
Cc1cccc(N2CC(C(=O)Nc3ccccc3N3CCOCC3)CC2=O)c1C (stereo not given),10,-15,-0.2,-3,-3,-1.8,2.7,-4,6
CCOc1ccccc1CN1CCN(Cc2csc(C(C)=O)c2)CC1CCO (stereo not given),-4,-3,.,9,0,-3.1,-0.9,-1,2
Cc1occc1-c1nnc(SCC(=O)Nc2ccc(F)cc2)n1C,3,-6,-2.4,6,0,0.3,-0.1,0,-24
COC(=O)C(Cc1cnc(Cl)s1)(C(=O)OC)c1ccc([N+](=O)[O-])cc1,-13,-24,2.2,4,-2,-5.2,-1.0,0,3
O=C(C[C@@H]1C/C=C/CCCC(=O)O[C@H](c2ccccc2)CNC1=O)N[C@H](CO)Cc1ccccc1,2,2,-2.6,3,-8,-3.1,-0.4,2,2
C[C@@H]1CN([C@H](C)CO)C(=O)c2cc(NC(=O)Nc3ccc(F)cc3)ccc2O[C@@H](C)CCCCO[C@H]1CN(C)S(=O)(=O)c1ccc(Cl)cc1,5,4,-1.7&-3.4,.,.,-0.8,.,-2,.
CNC(=O)CSc1nnnn1-c1ccc2c(c1)OCCO2,-5,2,-1.5,-3,2,-2.7,1.5,-2,-1
CCCCn1c(CCNC(=O)c2ccco2)nc2ccccc21,0,6,0.3,2,-6,-3.5,2.0,1,-4
CCCc1nc(NCc2ccccc2)c(C#N)c2c1CCCC2,1,-3,-1.4,2,2,-3.7,0.5,9,-13

# In a second layout: 6 of the compounds above.
# Results follow in this order: PrPC TRFRET, BoNT-F LC inh, BioA inh, Rv3671c inh, GDH-TPI inh, FadD28 FP inh, UGM FP inh, Mtb FBA inh, MazF activator
CCc1ccccc1NCC(=O)Nc1ccc(Cl)c(C(F)(F)F)c1
→ 9, -4, -1.9, 3, -4, -4.0, 1.0, -2, 0
CN(CCCNC(=O)CSc1cc(=O)n(C)c2ccc(Cl)cc12)Cc1ccccc1
→ -13, 1, ., 6, -1, -2.4, 3.3, 6, 0
Cc1cccnc1NC(=S)NC(=O)c1cccs1
→ 2, 0, 3.2, 7, -5, -1.0, 1.5, 2, 8
COc1ccccc1CC(=O)Nc1ccc(NC(=O)c2cccs2)cc1
→ 1, -5, 0.2, -5, 1, -4.2, 3.2, -1, -1
CCOC(=O)N1CCN(C(=O)c2ccccc2N(Cc2ccccc2)S(=O)(=O)c2ccccc2)CC1
→ -3, -28, ., -2, -2, -0.1, -0.9, 0, 2
Cc1occc1-c1nnc(SCC(=O)Nc2ccc(F)cc2)n1C
→ 3, -6, -2.4, 6, 0, 0.3, -0.1, 0, -24

# Following part.
SMILES,PrPC TRFRET,BoNT-F LC inh,BioA inh,Rv3671c inh,GDH-TPI inh,FadD28 FP inh,UGM FP inh,Mtb FBA inh,MazF activator
COc1ccc(NC(=O)Cn2nnc(C(=O)NCc3cccs3)c2N)cc1OC,9,-7,-0.7,-1,3,-0.6,-1.5,-3,-1
CCOC(=O)C(/C(N)=N/C(=O)Nc1ccccc1)=C(\C)O,-14,-7,-0.5,4,5,-1.4,2.5,2,-1
O=c1c2ccccc2oc2nc3n(c(=O)c12)CCCS3,4,7,.,5,20,-4.9,-4.2,4,-1
O=C(CN1CCN(c2ccc(O)cc2)CC1)Nc1cc([N+](=O)[O-])ccc1Cl,-37,-24,.,5,4,-4.6,1.6,-2,8
Cc1nn(Cc2ccccc2Cl)c(C)c1NC(=O)c1nc2ncccn2n1,10,6,32,-1,37*,-4.6,1.9,0,3
COc1ccccc1CNC(=O)N1CCN(S(=O)(=O)c2ccccc2)CC1,4,0,-1.0,0,9,-1.3,0.5,1,2
COc1ccccc1NC(=O)C1=C(C)NC(=O)NC1c1ccco1 (stereo not given),-6,-1,4.8,1,0,0.6,2.4,1,0
COc1ccc(C(=O)N/N=C/c2cc3ccccc3[nH]c2=O)cc1,-16,-5,.,21,50*,-4.5,0.5,40*,12
O=C(C(=O)N1CCOCC1)c1cn(Cc2c(F)cccc2Cl)c2ccccc12,3,-2,.,-4,-2,-0.5,-1.0,8,2
Cc1ccc(/C=C2/SC(=S)N(c3ccc(S(=O)(=O)Nc4nccs4)cc3)C2=O)cc1,-6,?,-2.8,3,39*,-1.9,4.1,2,-8
O=[N+]([O-])c1ccc(Cl)c(S(=O)(=O)n2ccnc2)c1,-16,4,-1.3,8,14,-1.0,1.8,4,-3
Cc1ccc(SCC(=O)NCC2CCCO2)cc1 (stereo not given),4,1,.,2,-2,-4.1,0.5,-6,6
Cc1ccnc(NS(=O)(=O)c2ccc(NC(=O)C(C)(C)C)cc2)n1,-5,3,.,8,0,-0.9,0.6,-1,17
O=C(c1cn(-c2ccccc2)nc1-c1ccccc1)N1CCN(c2ccccn2)CC1,9,-10,0.5,-5,5,1.9,0.5,4,4
CCN(CC(=O)Nc1cc(Cl)ccc1C)C(=O)Cc1sc(C)nc1-c1ccc(F)cc1,-3,.,.,-2,1,-2.3,-0.6,0,0
COCCN(CCOC)S(=O)(=O)c1ccc(C(=O)Nc2ccncc2)cc1,0,-9,0.7,.,-4,-1.6,-3.5,1,-6
Cc1cccnc1C(NC(=O)C1CCN(Cc2ccc(Cl)cc2)CC1)c1ccccc1 (stereo not given),-11,2,-2.2,.,7,-1.0,.,-2,.
COc1ccc(OC)c(S(=O)(=O)N2CCC(C(=O)N3CCOCC3)CC2)c1,6,0,2.3,1,-12,-3.1,-0.1,1,-3
CCC(C(=O)NCCCN(CC)Cc1ccccc1)n1nc(C)c2sc3ccccc3c2c1=O (stereo not given),-8,0,-1.0,2,7,-0.6,-0.4,4,11

# Bioassay records from PubChem.
